Y pestis TopoI: Y. pestis Topo-I inhibition via cleavage products; Y. pestis Topo-I cleavage product accumulation, plate reader; activity, % at 10 µM; 0.064% of 360,000 active; AID 504884; in the data active = activity above about 50%, passing the limit was not always enough; inconclusive = no clear call, values can overlap the other calls; note: inactives centre near 2
3CLpro inhibitor: SARS-CoV 3CLpro protease inhibition. recombinant SARS-CoV 3CLpro, quenched FRET peptide cleavage. P0C6X7. 0.14% of 290,000 active. inhibition, % at 6 µM; in the data active = inhibition above about 12%
Rv3671c inh: inhibitors of M. tuberculosis serine protease Rv3671c; P9WHR9; inhibition, % at 5.96 µM; 0.048% of 320,000 active; AID 2606; in the data active = inhibition above about 38%;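 note: extracellular domain of Rv3671c used as enzyme; 0% = enzyme with DMSO and 100% = no enzyme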
MazEF act: activators of E. coli MazEF toxin-antitoxin RNase; P0AE70; FAM/BHQ RNA-DNA oligo cleavage fluorescence, 5 h; activation, % at 20 µM; 0.32% of 350,000 active; in the data active = activation above about 50%
PriA SSB inh: blocks PriA binding to SSB C-terminal tail | AlphaScreen SSBct-PriA binding, biotinylated peptide | inhibition, % at 33 µM | 0.6% of 430,000 active; in the data active = inhibition mostly above about 37%, no sharp cut-off; inactive = mostly below about 20%;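 note: plate controls were negative control peptide for no effect and reference peptide for full effect; strong numbers were not always called active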
Anthrax LF prot: anthrax lethal factor protease inhibition; multiplex microsphere protease cleavage assay, LF; P15917; 0.12% of 360,000 active; inhibition, % at 10 µM; in the data active = inhibition above about 30%; inconclusive = no clear call, values can overlap the other calls; note: plate controls were buffer without enzyme for full effect and enzyme alone for no effect
BH1578 lux ind: quorum light induction in luxS cqsA deficient V. cholerae. V. cholerae BH1578 lux reporter, luminescence, 6 h. activation, % at 18.7 µM. 0.16% of 350,000 active. AID 588436; in the data active = activation mostly above about 9.7%, no sharp cut-off; inconclusive = no clear call, values can overlap the other calls; inactive = mostly below about 3.7%; note: not every result past the cut was called active; inactives centre near 0; reference of the scale not given here
TcdB GH inh: inhibitors of Clostridioides difficile toxin B glycohydrolase | AID 652162 | 0.24% of 350,000 active | inhibition, % at 9.99 µM | TcdB glycohydrolase enzymatic assay, plate reader | P18177; in the data active = inhibition above about 10%
Target sequence (P18177 whole entry, looked up): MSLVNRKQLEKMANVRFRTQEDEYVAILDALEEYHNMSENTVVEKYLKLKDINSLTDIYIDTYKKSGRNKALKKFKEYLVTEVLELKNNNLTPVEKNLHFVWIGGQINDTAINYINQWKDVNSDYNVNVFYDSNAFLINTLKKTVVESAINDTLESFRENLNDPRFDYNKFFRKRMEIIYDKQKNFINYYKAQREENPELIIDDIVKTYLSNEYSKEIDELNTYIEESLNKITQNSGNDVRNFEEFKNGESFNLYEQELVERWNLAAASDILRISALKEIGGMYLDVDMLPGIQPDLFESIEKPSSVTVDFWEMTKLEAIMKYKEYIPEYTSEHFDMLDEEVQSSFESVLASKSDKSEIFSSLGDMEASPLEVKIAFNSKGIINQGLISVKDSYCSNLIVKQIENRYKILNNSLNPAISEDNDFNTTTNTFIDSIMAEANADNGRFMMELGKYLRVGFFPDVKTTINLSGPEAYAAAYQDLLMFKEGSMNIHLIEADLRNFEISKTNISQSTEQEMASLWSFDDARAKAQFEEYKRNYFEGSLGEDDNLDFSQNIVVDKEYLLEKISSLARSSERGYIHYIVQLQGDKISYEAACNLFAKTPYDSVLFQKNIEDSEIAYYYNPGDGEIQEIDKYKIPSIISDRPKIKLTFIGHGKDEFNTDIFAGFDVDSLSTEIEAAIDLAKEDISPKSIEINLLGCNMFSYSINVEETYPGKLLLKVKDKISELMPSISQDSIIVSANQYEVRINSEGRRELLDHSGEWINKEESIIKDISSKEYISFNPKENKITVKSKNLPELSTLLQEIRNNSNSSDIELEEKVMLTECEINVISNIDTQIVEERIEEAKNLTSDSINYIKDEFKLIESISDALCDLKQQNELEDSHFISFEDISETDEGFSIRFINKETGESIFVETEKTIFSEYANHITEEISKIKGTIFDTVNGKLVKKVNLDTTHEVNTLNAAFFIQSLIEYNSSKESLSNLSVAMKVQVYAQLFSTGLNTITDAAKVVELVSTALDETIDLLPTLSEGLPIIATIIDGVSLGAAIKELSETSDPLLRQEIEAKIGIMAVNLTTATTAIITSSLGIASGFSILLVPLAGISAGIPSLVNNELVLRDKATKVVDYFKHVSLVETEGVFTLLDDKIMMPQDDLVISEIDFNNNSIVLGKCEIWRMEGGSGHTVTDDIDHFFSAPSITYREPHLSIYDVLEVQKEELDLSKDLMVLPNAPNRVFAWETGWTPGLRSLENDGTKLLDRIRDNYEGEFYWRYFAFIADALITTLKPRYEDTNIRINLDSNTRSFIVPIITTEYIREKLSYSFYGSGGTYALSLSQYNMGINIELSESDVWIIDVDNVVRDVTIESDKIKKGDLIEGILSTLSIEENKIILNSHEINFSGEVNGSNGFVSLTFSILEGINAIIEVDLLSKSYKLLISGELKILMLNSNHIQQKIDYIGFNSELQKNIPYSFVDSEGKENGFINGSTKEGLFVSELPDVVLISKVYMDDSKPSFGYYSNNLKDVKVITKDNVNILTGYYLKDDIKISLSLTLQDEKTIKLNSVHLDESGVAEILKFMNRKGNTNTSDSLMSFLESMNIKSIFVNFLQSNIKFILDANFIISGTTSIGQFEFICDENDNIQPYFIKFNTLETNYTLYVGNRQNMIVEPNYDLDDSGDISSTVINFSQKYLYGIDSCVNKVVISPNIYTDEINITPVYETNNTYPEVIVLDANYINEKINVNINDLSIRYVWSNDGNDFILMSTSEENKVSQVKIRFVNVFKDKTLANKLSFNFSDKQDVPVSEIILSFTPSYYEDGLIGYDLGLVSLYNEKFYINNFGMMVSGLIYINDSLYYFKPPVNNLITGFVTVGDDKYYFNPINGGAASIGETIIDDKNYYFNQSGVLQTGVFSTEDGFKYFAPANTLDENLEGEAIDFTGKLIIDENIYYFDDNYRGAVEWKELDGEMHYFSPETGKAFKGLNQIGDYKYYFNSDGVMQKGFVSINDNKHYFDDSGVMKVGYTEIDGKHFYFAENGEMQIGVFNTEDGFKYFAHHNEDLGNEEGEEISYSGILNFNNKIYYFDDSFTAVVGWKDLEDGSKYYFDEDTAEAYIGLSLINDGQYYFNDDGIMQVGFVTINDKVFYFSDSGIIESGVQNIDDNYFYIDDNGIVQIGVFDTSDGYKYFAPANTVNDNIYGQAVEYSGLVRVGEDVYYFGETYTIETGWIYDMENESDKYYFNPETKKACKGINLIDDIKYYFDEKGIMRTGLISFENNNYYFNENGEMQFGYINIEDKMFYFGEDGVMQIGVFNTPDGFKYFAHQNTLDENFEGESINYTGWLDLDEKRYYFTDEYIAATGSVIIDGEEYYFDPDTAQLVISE
PfHsp40 rescue: restores yeast growth despite PfHsp40 toxicity. 0.68% of 340,000 active. S. cerevisiae expressing PfHsp40, growth rescue, ATP luminescence. growth rescue, % at 12.5 µM; in the data active = growth rescue above about 28%, passing the limit was not always enough; inconclusive = no clear call, values can overlap the other calls;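 note: yeast W303a lacking pdr1 and pdr3 grown in galactose medium; growth measured after three days at 30 °C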
DUSP3 inh: DUSP3 (human) phosphatase inhibition; 0.52% of 290,000 active; AID 1654; P51452; inhibition, % at 13.3 µM; recombinant VHR phosphatase, pNPP absorbance; in the data active = inhibition above about 50%; note: some compounds called inactive have numbers as strong as hits
Active calls of the source: *; i = inactive; ? = inconclusive; . = no result given; & = joins results of further samples.

item	Molecule	Rv3671c inh	TcdB GH inh	Y pestis TopoI	MazEF act	3CLpro inhibitor	Anthrax LF prot	DUSP3 inh	PfHsp40 rescue	BH1578 lux ind	PriA SSB inh
1	CCn1c2ccccc2c2cc(/C=N/n3cn[nH]c3=S)ccc21	-5	.	-1	1	-1	-1	36	0.3	-0.3	.
2	CCOC(=O)N1CCC(NC(=O)Cn2cccc2C(=O)c2ccccc2C)CC1	-2	.	-6	-5	-2	-5	12	0.3	-0.2	-4
3	COc1ccc(N(C(=O)COc2cccc(C)c2)S(=O)(=O)c2ccc(C)cc2)cc1	1	.	29	-4	3	-1	18	0.6	-3.4	-6
4	CCc1ccc(S(=O)(=O)N(C(=O)c2ccncc2)c2ccc(OC(=O)c3ccncc3)cc2)cc1	-6	.	19	2	0	2	5	234*	-0.8	-3
5	CC(c1ccccc1)N1CCn2c(nc3cc(NC(=O)NC4CCCCC4)ccc32)C1 (centres undefined)	-6	.	18	11	2	-6	90	7.2	-0.3	2
6	Cc1ccc(S(N)(=O)=O)cc1NC(=O)/C=C/c1ccc2c(c1)OCO2	4	0.7	6	-1	1	-5	18	0.9	-1.4	-11
7	CC1(CCl)CN1S(=O)(=O)c1ccccc1 (centres undefined)	-5	0.4	-13	6	-2	3	9	-0.8	0.3	-1
8	Cc1ccc(NC(=O)CCNC(=O)c2ccc(Br)cc2)nc1	2	1.1	2	3	1	-6	24	-0.2	i	-20
9	CCOC(=O)C1=C(COC(=O)/C=C/c2ccc(Cl)cc2)NC(=O)NC1C (centres undefined)	-10	0.2	0	-1	1	2	-6	-0.1	i	-6
10	Cc1cc(SCc2ccc([N+](=O)[O-])cc2)nc(=O)[nH]1	1	1.8	-2	6	0	-1	7	0.3	3.5	8
11	O=C(CCS(=O)(=O)c1cccc2nonc12)N1CCN(c2ccc(F)cc2)CC1	-4	.	-3	-7	0	6	10	0.1	-4.0	-22
12	COc1ccc(C(SCC(NC(=O)OCc2ccccc2)C(=O)O)c2ccc(OC)cc2)cc1 (centres undefined)	.	1.2	24	-1	.	1	.	.	-5.3	.
13	N/C(=N\OC(=O)CSc1ccccc1)c1ccc([N+](=O)[O-])cc1	-6	-0.3	-2	-7	2	1	11	-0.1	0.1	.
14	O=C(O)/C(=C\c1c(C(=O)O)[nH]c2cc(Cl)cc(Cl)c12)c1ccccc1	3	3.3	3	-18	.	-4	.	6.7	-5.8	0
15	CC[n+]1c(C)n(C)c2cc(S(=O)(=O)N(C)C)ccc21	11	0.2	-8	0	3	-7	20	-0.4	-0.5	-8
16	CN1C(=O)C(O)(CC(=O)/C=C\c2ccc3c(c2)OCO3)c2ccccc21 (centres undefined)	2	1.9	-5	5	3	-11	-4	-0.8	-0.9	-2
17	Cc1cc(C)nc(N/N=C/c2ccco2)n1	-3	.	2	1	2	3	2	-1.9	i	.
18	C(=N\N1CCN(c2ccccn2)CC1)/c1ccco1	-6	1.4	0	11	7	-6	-1	-0.2	-0.2	.
19	COc1ccc(C(O)c2nc(-c3ccc(Cl)cc3)cs2)cc1 (centres undefined)	.	0.9	10	.	.	-6	.	.	i	.
20	COc1ccc(C(=O)Cc2cc3ccccc3oc2=O)cc1	1	0.9	-9	11	-3	11	14	.	-0.5	-9
21	COc1ccc(CN2CCOCCOCCN(Cc3ccc(OC)cc3)CCOCCOCC2)cc1	2	-0.8	15	2	-3	.	1	-0.3	-1.0	-12
22	Cc1ccc(NC(=O)CN(C)CC(=O)Nc2ccc(N3CCOCC3)cc2)c(C)c1	-4	.	1	-3	-2	-1	1	3.0	-0.7	-7
23	COCCn1cc(C(=S)N2CCOCC2)c2ccccc21	-5	.	-7	4	-5	-4	21	0.2	-12	-8
24	O=C(NCCc1ccncc1)C(F)(F)F	6	.	-10	-2	-3	0	18	-1.1	5.6	-10
25	C/C(=N\Nc1nc(C)cc(-c2ccccc2)n1)c1ccc(O)cc1	0	8.3	-9	4	0	-6	1	2.9	-0.2	.
26	O=C(CCCOc1ccccc1)Nc1ccncc1	-4	.	8	0	1	3	7	0.8	.	-5
27	O=C(Nc1ncn[nH]1)c1ccccc1Br	4	1.4	-8	-4	0	0	2	0.4	-0.6	-5
28	O=C(COc1ccc(Cl)cc1)N1CCCCC1	-5	.	4	-4	3	-2	17	1.0	-0.7	-16
29	COc1ccc(Cc2c(O)nc(SCC(=O)NC34CC5CC(CC(C5)C3)C4)[nH]c2=O)cc1	-5&-6	-0.8&1.2	7&8	8&-16	-1&-1	-8&-3	14&17	1.8&0.9	-0.2	2
30	Cc1ccc(Cl)cc1NC(=S)N(CCN(C)C)Cc1cccs1	1	0.8	3	-3	4	0	-14	1.0	-0.4	-2
31	O=C1CC(c2ccc(Cl)cc2)n2nc(NS(=O)(=O)c3ccc(F)cc3)nc2N1 (centres undefined)	2	.	2	-2	-4	2	24	3.7	i	-11
32	CC(C)(C)C(=O)Nc1cccc(-c2nc3ccccc3[nH]2)c1	-7	.	-4	3	9	2	16	-0.4	0.1	18
33	O=C(NN=Cc1cc([N+](=O)[O-])ccc1O)c1cccc2ccccc12	.	0.4	4	5	.	-2	.	-1.5	i	5
34	Cc1c(-c2nc(-c3ccc(C(F)(F)F)cc3)no2)n(C)oc1=O	2	0.1	10	9	2	11	12	-0.9	-0.6	2
35	Cc1ccc(/C=N/NC(=O)c2c(-c3ccccc3)noc2C)c(O)c1	8	0.5	1	.	3	3	7	?	-0.4	.
36	COc1cc(NC(=O)CSc2nc(C)cs2)cc(OC)c1	-7	1.4	4	0	-3	-4	-2	0.6	i	-10
37	CC1=C(C(=O)NC2CC(C)(C)Cc3c2cnn3-c2cccc(F)c2)OCCO1 (centres undefined)	5	0.9	16	4	6	-4	18	3.7	i	-13
38	S=C(NCC1CCCO1)Nc1ccc(Nc2ccccc2)cc1 (centres undefined)	9	2.6	-4	5	1	-6	31	-0.1	0.2	22
39	CN1CCN(CCC(=O)Nc2cccc(Br)c2)CC1	0	-1.0	-10	4	2	-16	5	-1.4	-0.9	-3
40	CCOc1ccccc1CN1CCN(Cc2[nH]c3ccccc3c2C)CC1CCO (centres undefined)	-8	.	13	-8	0	0	44	-0.1	-5.6	12
41	O=C(N/N=C/c1cccc(OC(=O)N2CCOCC2)c1)c1cccs1	-2	.	-4	4	-5	0	4	-0.6	0.4	.
42	CCCc1nn(-c2ccccc2)c2c1C(c1cccs1)C(C#N)=C(N)O2 (centres undefined)	6	0.5	-7	13	-5	-1	13	0.9	-5.4	-15
43	CCOC(=O)c1c(C)[nH]c(C)c1C(=O)COc1ncnc2ccccc12	4	-0.7	8	0	-3	5	8	1.4	-0.3	-1
44	CCOCCn1c(CN2CCN(C(c3ccccc3)c3ccccc3)CC2)nc2c1c(=O)n(C)c(=O)n2C	3	-2.3	26	-2	-2	2	.	0.7	-13	1
45	CC(=O)N(Cc1cc(=O)[nH]c2ccccc12)c1ccccc1C	5	0.9	12	-1	1	-1	20	-0.3	i	-9
46	CCC(C)(CC(=O)O)CC(=O)Nc1cc(C(F)(F)F)cc(C(F)(F)F)c1 (centres undefined)	-3	1.3	-9	-1	8	12	18	-1.5	-1.4	-6
47	N#Cc1ccccc1OCC(=O)N1CCN(CC(=O)Nc2ccc(F)cc2)CC1	.	0.9	-3	-4	.	0	.	-0.4	i	4
48	O=C(CCOc1ccccc1)NCC(c1ccco1)N1CCCCC1 (centres undefined)	1	.	5	4	0	-1	10	-1.0	-0.7	2
49	NC(=O)NC(=O)CC1S/C(=N/N=C2\CSC(=O)N2)NC1=O (centres undefined)	-14	-2.0	5	5	-2	-3	13	-1.2	-0.1	.
50	COc1ccc(OC)c(NS(=O)(=O)c2ccc(Cl)s2)c1	0	.	-2	-1	5	3	4	0.0	i	-11

Some of the entries so far, with values under each structure.
Each structure is followed by: Rv3671c inh | TcdB GH inh | Y pestis TopoI | MazEF act | 3CLpro inhibitor | Anthrax LF prot | DUSP3 inh | PfHsp40 rescue | BH1578 lux ind | PriA SSB inh
40. CCOc1ccccc1CN1CCN(Cc2[nH]c3ccccc3c2C)CC1CCO (centres undefined)
→ -8 | . | 13 | -8 | 0 | 0 | 44 | -0.1 | -5.6 | 12
41. O=C(N/N=C/c1cccc(OC(=O)N2CCOCC2)c1)c1cccs1
→ -2 | . | -4 | 4 | -5 | 0 | 4 | -0.6 | 0.4 | .
42. CCCc1nn(-c2ccccc2)c2c1C(c1cccs1)C(C#N)=C(N)O2 (centres undefined)
→ 6 | 0.5 | -7 | 13 | -5 | -1 | 13 | 0.9 | -5.4 | -15
43. CCOC(=O)c1c(C)[nH]c(C)c1C(=O)COc1ncnc2ccccc12
→ 4 | -0.7 | 8 | 0 | -3 | 5 | 8 | 1.4 | -0.3 | -1

The results go on:
item	Molecule	Rv3671c inh	TcdB GH inh	Y pestis TopoI	MazEF act	3CLpro inhibitor	Anthrax LF prot	DUSP3 inh	PfHsp40 rescue	BH1578 lux ind	PriA SSB inh
51	O=C(Nc1ccc2c(c1)OCO2)C1CC(c2cccc(Br)c2)=NO1 (centres undefined)	4	0.9	22	4	2	14	-7	3.2	-0.2	-2
52	Cc1ccc(N(C(=O)c2sc(C)nc2C)C(C(=O)NC(C)(C)C)c2ccncc2)cc1 (centres undefined)	-1	-0.3	3	-11	-5	-4	15	1.3	-0.3	-12
53	Cc1c(C(=O)NCC2CCCO2)sc2nc(-c3ccc(F)cc3)cn12 (centres undefined)	0	1.6	4	4	-4	-7	6	-1.5	-0.3	-9
54	CN1CCN(CCn2c(=S)[nH]c3ccccc3c2=O)CC1	-5	2.2	1	1	-3	-18	21	-1.5	0.6	-18
55	COc1ccc(/C=C/C(=O)Nc2cccc(S(=O)(=O)NC3=NCCCCC3)c2)cc1OC	-18	0.5	21	-6	.	-1	.	2.1	i	0
56	COc1ccc(CCNC(=O)CSc2nc(O)c(CCC(C)C)c(=O)[nH]2)cc1OC	1	.	-11	-2	1	-6	13	-0.6	2.8	9
57	O=C(NCc1cccnc1)C1c2ccccc2C(=O)N1Cc1ccccc1 (centres undefined)	-12	1.4	3	4	-1	-3	42	-0.7	-0.3	-9
58	C=CCNC(=O)C(=O)NN=C1CCN(C)CC1	3	-0.7	3	1	-2	-6	5	1.2	-1.2	-13
59	C/C(=N/NC(=O)COc1cc(C)ccc1C(C)C)C(=O)O	-12	1.2	-6	1	4	-1	1	1.1	-0.1	.
60	CCOC(=O)C1CCCN(CCSc2ccc(C)cc2)C1 (centres undefined)	3	1.3	6	-6	-2	0	-4	-0.3	-0.9	-22
61	CCCN(C(=O)CSCc1ccccc1C)c1c(N)n(Cc2ccccc2)c(=O)[nH]c1=O	-3	-1.8	1	2	.	-4	.	0.6	-5.3	1
62	O=C(Nc1nc(-c2cccs2)cs1)c1ccc(S(=O)(=O)N2CCCCC2)cc1	-178	0.0	5	5	1	-7	-16	0.0	-0.2	-9
63	CCOc1ccccc1NC(=O)NCc1ccccc1	-4	1.1	-8	5	2	0	4	0.7	i	-2
64	CCOc1ccc(CCNC(=O)c2nn(C)c3c2CS(=O)(=O)c2ccccc2-3)cc1	-11	0.8	16	4	3	-1	11	1.8	-0.4	-1
65	Cc1ccc(O)c(CNCCNCc2cc(C)ccc2O)c1	6	-1.2	2	1	.	0	.	-0.5	3.7	18
66	Cc1cc(C)c(C)c(S(=O)(=O)NCc2ccc(C(=O)N3CCN(C)CC3)cc2)c1C	-3	0.8	5	0	-4	0	-8	-0.6	-0.2	-2&-3
67	CC(C)C(=O)Nc1c2c(nn1-c1ccccc1)CSC2	-3	0.2	4	8	-4	-2	6	-0.2	i	-21
68	O=c1cc(N2CCN(Cc3ccccc3)CC2)c(-c2ccccc2)n[nH]1	0	.	-2	6	-7	1	33	-1.6	i	-7
69	CCCCc1ccc(NC(=O)C2CCN(S(C)(=O)=O)CC2)cc1	-1	.	-4	2	-2	-4	4	-0.3	-0.3	10
70	Cc1cccc(CSCCNC(=O)CN2C(=O)c3ccccc3S2(=O)=O)c1	-4	-2.8	6	6	1	-5	-14	-1.7	i	1
71	CCCCn1c(=O)n(CC(O)c2ccccc2)c(=O)c2c1ncn2C1CCCC1 (centres undefined)	-8	.	21	-3	1	-3	10	-0.7	9.1	-7

Not all compounds are listed; rates above refer to the full screens.
